MRP resist rev: MRP-mediated drug resistance reversal; 0.04% of 85,000 active; H69AR cells + 2 uM doxorubicin, CellTiter-Glo, 72 h; AID 602; differential viability (reversal), % at 10 µM;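 active = viability drop by adding the cancer drug above about 55%, with treated viability meeting a 40% cutoff, limit read from the data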;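 also: viability without doxorubicin minus viability with 2 µM doxorubicin for each compound; larger differential means the compound sensitizes cells more to doxorubicin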
MRP resist rev cytotoxicity: second read-out of MRP resist rev, no call of its own (marks repeat the call); viability, %; H69AR cells, CellTiter-Glo, 72 h; measured here: cytotoxicity without doxorubicin
MRP resist rev with doxorubicin: also measured in MRP resist rev; calls as there; viability, %; measured here: viability with 2 uM doxorubicin; active compounds read low
* hit, by the source's call.

SMILES | MRP resist rev | MRP resist rev cytotoxicity | MRP resist rev with doxorubicin
COC(=O)c1cnn2c(C)c(Cc3cccc(F)c3)c(C)nc12 | 0 | 82 | 82
NC(=O)c1cc[n+](CC2=C(C(=O)O)N3C(=O)[C@@H](NC(=O)C(c4ccccc4)S(=O)(=O)[O-])[C@H]3SC2)cc1 (some centres undefined) | 2 | 88 | 86
CCOc1ccc(NC(=O)CSc2nnc(Cn3c(=O)sc4ccccc43)n2C)cc1 | -1 | 82 | 84
CCOC(=O)Nc1ccc2c(c1)N(C(=O)N(CC)CC)c1ccccc1CC2 | 5 | 91 | 86
CC1CC(C)CN(C(=O)CCNS(=O)(=O)c2cccs2)C1 (centres undefined) | 2 | 97 | 96
CNC(=O)c1c(NC(=O)c2ccc(S(=O)(=O)N3CCOCC3)cc2)sc2c1CCC2 | 3 | 81 | 78
O=S(=O)(c1ccc2oc(-c3ccncc3)nc2c1)c1ccc2oc(-c3ccncc3)nc2c1 | -17 | 73 | 90
Cc1ccc(C)c(Cn2c(=O)n(CCCC(=O)NCc3ccco3)c(=O)c3ccccc32)c1 | -6 | 36 | 42
CN(C)[C@@H]1C(=O)C(C(N)=O)=C(O)[C@@]2(O)C(=O)C3=C(O)c4c(O)ccc(Cl)c4[C@@H](O)[C@H]3C[C@@H]12 | -12 | 61 | 73
Cc1cccc(-n2ncc3c(NCc4ccco4)ncnc32)c1 | -44 | 26 | 70
COC(=O)c1ccccc1NC(=O)Nc1nnc(N2CCCCC2C)s1 (centres undefined) | 13 | 91 | 78
c1cncc(-c2nn3c(-c4ccncc4)nnc3s2)c1 | 1 | 92 | 91
O=C(C1CCN(S(=O)(=O)c2cccnc2)CC1)N1CCN(c2ccc(Cl)cc2)CC1 | 1 | 79 | 78
Cc1[nH]c(C(=O)N2CCCCC2)c(C)c1C(=O)NC1CCCCC1 | 10 | 86 | 76
Cc1cc(C)n(-c2nc3ccccc3nc2Nc2ccc3c(c2)OCO3)n1 | 10 | 98 | 88
C[C@@H]1CCC[C@H](C)N1NC(=O)c1ccc(Cl)c(S(N)(=O)=O)c1 | -3 | 91 | 94
CCOc1ccc2nc(N3CCC(C(=O)N4CCN(c5ncccn5)CC4)CC3)sc2c1 | -33 | 38 | 72
Cc1onc(-c2ccccc2)c1C(=O)N[C@@H]1C(=O)N2[C@@H]1SC(C)(C)[C@@H]2C(=O)O | -11 | 90 | 101
COc1cnc(NS(=O)(=O)c2ccc(N)cc2)nc1 | -9 | 88 | 97
CC1CCN(C(=O)CSc2ccc3nnc(-c4ccccc4)n3n2)CC1 | 6 | 88 | 82
Oc1c(I)cc(Cl)c2cccnc12 | -2 | 8 | 11
Nc1ccc2[nH]ncc2c1 | -17 | 74 | 91
CCOC(=O)CCCCNCc1ccccc1 | 1 | 89 | 88
CC1(C)S[C@@H]2[C@H](NC(=O)C(C(=O)O)c3ccccc3)C(=O)N2[C@H]1C(=O)O (some centres undefined) | -6 | 95 | 101
Cc1nnc(SCCn2c(N3CCCCC3)nc3c2c(=O)[nH]c(=O)n3C)s1 | 12 | 102 | 90
(more compounds)
SMILES | MRP resist rev | MRP resist rev cytotoxicity | MRP resist rev with doxorubicin
O=C(NCC1CCCO1)c1nnc(Cc2ccc(F)cc2)o1 (centres undefined) | -22 | 86 | 108
CCOc1ccc(OCC)c(Nc2cc(C)nc3nc(C)nn23)c1 | -30 | 32 | 63
CCCCSc1nnc(-c2ccc(NC(C)=O)cc2)n1C | 3 | 82 | 79
CCOC(=O)C1=C[C@]2(CC)CCCN3CCc4c(n1c1ccccc41)[C@@H]32 | -6 | 57 | 63
N=c1c(C(=O)NC2CCCCC2)cc2c(=O)n3ccccc3nc2n1CCN1CCOCC1 | 5 | 84 | 79
COc1ccc(-c2nnc3ccc(SCC(=O)N4CCN(c5ccccc5)CC4)nn23)cc1OC | -7 | 71 | 79
CC(C)CCSc1nnc(Cn2c(=O)sc3ccccc32)n1C | 7 | 85 | 78
CCOC(=O)N1CCC(NC(=O)C2CCN(Cc3nc(-c4ccc(CC)cc4)oc3C)CC2)CC1 | 19 | 86 | 67
COC(=O)c1ccc(C(=O)OC)c(NC(=O)c2oc(C)nc2C)c1 | -4 | 82 | 86
c1ccc(-c2nnc(-c3ccccn3)nn2)nc1 | -36 | 44 | 80
CCn1cc(C(=O)Nc2nncs2)c(=O)c2cc(F)c(N3CCN(C(=O)c4ccco4)CC3)cc21 | 9 | 72 | 63
O=C(Cc1ccc(-n2cccc2)cc1)NC1CCCCCC1 | 19 | 89 | 69
COC(=O)[C@@H](N)CS | 5 | 90 | 85
Brc1ccc(-c2nnc3sc(CNC4CCCC4)cn23)cc1 | 8 | 85 | 77
COc1cc(SC)ccc1C(=O)N1CCCCCC1 | -2 | 94 | 96
O=C(Nc1ccc(CN2CCOCC2)cc1)c1cc2ccccc2oc1=O | -1 | 91 | 92
COc1ccc(C(CC(=O)O)NC(=O)COc2ccc(C)cc2)cc1OC (centres undefined) | -2 | 93 | 94
COCCN1Cc2cccc(C(=O)Nc3ccc(S(=O)(=O)N4CCCCC4)cc3)c2C1=O | 10 | 48 | 38
COc1ccc(S(=O)(=O)n2nc(-c3cc(OC)c(OC)c(OC)c3)cc2N)cc1OC | 0 | 78 | 78
CCOC(=O)c1ccc2nc(NC(=O)C(C)C)sc2c1 | -16 | 34 | 49
CN1CCN(CCCNc2nc3ccccc3c3nc(-c4ccccc4)nn23)CC1 | -11 | 28 | 39
CC(=O)Oc1cccc2c1C(=O)c1c(OC(C)=O)cc(C(=O)O)cc1C2=O | -13 | 82 | 95
Cc1oc(-c2cc(Cl)ccc2Cl)cc1-c1nn2c(C)nnc2s1 | 18 | 96 | 78
COc1cc(NC(=O)c2c(-c3ccccc3Cl)noc2C)c2ncccc2c1 | -5 | 85 | 90
Cc1cc(NC(=O)CN2CCN(c3ccccc3F)CC2)nc2c1c(=O)oc1ccccc12 | -5 | 34 | 39
Next section
SMILES | MRP resist rev | MRP resist rev cytotoxicity | MRP resist rev with doxorubicin
O=C(Nc1nccs1)c1ccc(Br)o1 | -22 | 94 | 116
COc1ccc2c(c1)c(CC(=O)O)c(C)n2C(=O)c1ccc(Cl)cc1 | -5 | 78 | 84
Cc1ccc(-n2c(=O)c(C#N)cc3c(=O)n4ccccc4nc32)cc1 | 15 | 91 | 75
CCN(CC)S(=O)(=O)c1ccc(-c2nnco2)cc1 | 8 | 93 | 85
COc1ccccc1CNC(=O)C1CCN(Cc2nc(-c3ccc(Cl)cc3)oc2C)CC1 | -3 | 66 | 69
CCOC(=O)N1CCC(NC(=O)CCc2c(C)nc3c(c(C)nn3-c3ccccc3)c2C)CC1 | -13 | 89 | 101
O=C(CSc1ccc2nnc(-c3ccccc3)n2n1)N1CCCCC1 | -7 | 46 | 54
Cc1cc(Nc2ccc(F)c(Cl)c2)n2nc(C)nc2n1 | 1 | 73 | 72
CCCc1nc(SCC(=O)NCc2ccc3c(c2)OCO3)c2c(=O)n(C)c(=O)n(C)c2n1 | -5 | 13 | 18
Cc1cccc(N(C)c2cc(C)nc3nc(C)nn23)c1 | -55 | 23 | 78
Cc1ccc(NC(=O)CS(=O)(=O)c2cn(C)c3ccccc23)c(C)c1 | -4 | 97 | 101
CN(CC(=O)N1CCN(c2ccccn2)CC1)S(=O)(=O)c1cccc2nsnc12 | 5 | 92 | 87
COc1ccc(N2CCN(C(=O)CN(C)S(=O)(=O)c3cnc[nH]3)CC2)cc1 | 9 | 100 | 91
CCOC(=O)Cn1c(=O)c(-c2ccccc2N)nc2ccccc21 | 5 | 87 | 82
O=c1cc(O)c2c(=O)n3c4c(cccc4c2o1)CCC3 | 18 | 91 | 73
CCc1nc(SCC(=O)N2CCc3ccccc32)c2oc3ccccc3c2n1 | -20 | 79 | 99
CCNc1nc(NCC)nc(N2CC(=O)N(CC(=O)OCC)C2=N)n1 | 1 | 86 | 85
CC(=O)NC(Cc1ccccc1C)C(=O)NC1CCN(c2c3c(nc4ncnn24)CCC3)CC1 (centres undefined) | 6 | 89 | 83
CN(C)CCCNC(CC(=O)Nc1ccc(Cl)cc1)C(=O)O (centres undefined) | -8 | 98 | 106
Cc1cc(N)n2nc(-c3ccccc3)cc2n1 | 3 | 61 | 59
O=C(/C=C/c1ccccc1)N1CCN(C(=O)c2ccco2)CC1 | 22 | 103 | 81
CCON1C(=O)CN(C(=O)OC)C1c1ccc(Cl)cc1Cl (centres undefined) | 0 | 86 | 86
COc1ccc(N(CC(=O)Nc2ccc(S(=O)(=O)N3CCCC3)cc2)S(C)(=O)=O)cc1OC | 8 | 88 | 80
COc1ccc(NC(=O)CCCC2=NS(=O)(=O)c3ccccc3N2)cc1 | 6 | 90 | 84
Cc1cc(C)nc(NS(=O)(=O)c2ccc(N)cc2)n1 | 0 | 98 | 98
More records follow.
SMILES | MRP resist rev | MRP resist rev cytotoxicity | MRP resist rev with doxorubicin
CSC1=C(C#N)C(C)CC(=O)N1 (centres undefined) | 22 | 105 | 84
CCO/C([O-])=N/c1c[n+](N2CCOCC2)no1 | -2 | 97 | 99
CCOC(=O)c1[nH]c2ccc(C)cc2c1N | -4 | 105 | 109
O=C(c1cc2nc3c(c(C(F)(F)F)n2n1)CCc1ccccc1-3)N1CCN2CCCC2C1 (centres undefined) | 7 | 94 | 87
CCOc1cc2c(cc1OCC)C(c1cc(OC)c(O)c(OC)c1)NCC2 (centres undefined) | -19 | 89 | 108
O=C(c1noc2c1CCCCC2)N1CCN(C(c2ccccc2)c2ccccc2)CC1 | -7 | 76 | 84
O=C(c1cc2c(=O)oc3ccccc3c2s1)N1CCN(c2ncccn2)CC1 | 4 | 94 | 90
Cc1ccccc1NC(=O)c1ocnc1C | 5 | 96 | 91
O=C(NCc1ccccc1)c1cccnc1N1CCOCC1 | 8 | 103 | 96
Cc1ccc(C)c(N2CCN(C(=O)c3cc(S(=O)(=O)N4CCOCC4)ccc3F)CC2)c1 | -14 | 75 | 89
O=C(NCc1ccco1)c1cccn2c(=O)c3cc(Br)ccc3nc12 | 5 | 50 | 46
COC(=O)c1ccc2c(c1)N(Cc1cc(C)ccc1C)C(=O)c1ccccc1S2=O (centres undefined) | 16 | 99 | 84
CCN(CC)C(=O)c1ccccc1NC(=O)c1cccc(S(=O)(=O)N(CC)CC)c1 | 4 | 86 | 82
Cc1cc(Nc2ccc(F)cc2F)n2nc(C)nc2n1 | 8 | 88 | 79
CCOc1ccc(S(=O)(=O)NCc2ccc(OC)cc2)c2cccnc12 | 12 | 98 | 85
CC(C(=O)N1CCCCC1)n1ncn2cccc2c1=O (centres undefined) | 10 | 101 | 90
O=C(CCN1CCN(CCC(=O)c2ccccc2)CC1)c1ccccc1 | 0 | 1 | 1
Cc1ccc(S(=O)(=O)CCC(=O)N2CCN(c3ccc(Cl)cc3)CC2)cc1 | 0 | 78 | 78
CN(C)CCCN1c2ccccc2CCc2ccccc21 | 7 | 81 | 74
Cc1ccc(C2C(C(=O)O)c3ccccc3C(=O)N2C)c(C)c1 (centres undefined) | 3 | 103 | 99
NS(=O)(=O)c1cc2c(cc1Cl)NC(C1C[C@H]3C=C[C@@H]1C3)NS2(=O)=O (some centres undefined) | 5 | 106 | 101
CC(=O)OC(C)C[N+](C)(C)C (centres undefined) | -6 | 86 | 92
Cc1cc(C(=O)Nc2cccnc2)on1 | 4 | 92 | 88
Cc1ccc(NC(=O)c2ccccc2O)cc1 | -2 | 81 | 82
O=c1[nH]c2ccccc2n1CCCN1CCN(C(c2ccccc2)c2ccccc2)CC1 | -21 | 27 | 48

A second format for some results above.
Cc1ccc(S(=O)(=O)CCC(=O)N2CCN(c3ccc(Cl)cc3)CC2)cc1
  MRP resist rev = 0	MRP resist rev cytotoxicity = 78	MRP resist rev with doxorubicin = 78

CCOc1ccc(S(=O)(=O)NCc2ccc(OC)cc2)c2cccnc12
  MRP resist rev = 12	MRP resist rev cytotoxicity = 98	MRP resist rev with doxorubicin = 85

O=c1[nH]c2ccccc2n1CCCN1CCN(C(c2ccccc2)c2ccccc2)CC1
  MRP resist rev = -21	MRP resist rev cytotoxicity = 27	MRP resist rev with doxorubicin = 48

Copied from above, 2 compounds:
SMILES | MRP resist rev | MRP resist rev cytotoxicity | MRP resist rev with doxorubicin
Cc1ccc(NC(=O)c2ccccc2O)cc1 | -2 | 81 | 82
O=c1[nH]c2ccccc2n1CCCN1CCN(C(c2ccccc2)c2ccccc2)CC1 | -21 | 27 | 48

Continuation:
SMILES | MRP resist rev | MRP resist rev cytotoxicity | MRP resist rev with doxorubicin
O=C(c1cc2cc3ccc(Cl)cc3nc2o1)N1CCN(Cc2ccc3c(c2)OCO3)CC1 | 8 | 76 | 68
CC(=O)C(Sc1nc(-c2ccco2)nc2c1c(=O)n(C)c(=O)n2C)C(=O)N(C)C (centres undefined) | -3 | 75 | 78
O=C(Cc1cc(=O)[nH]c(=O)[nH]1)N1CCN(C(=O)c2ccco2)CC1 | -2 | 102 | 104
COc1ccc(-c2cn3c(C)c(C(=O)NC(C)(C)C)sc3n2)cc1 | -9 | 61 | 71
CC(C)Sc1nnc(Cn2c(=O)sc3ccccc32)n1-c1ccccc1 | 12 | 102 | 90
CCC(=O)Nc1sc2c(c1C(N)=O)CCN(C(C)=O)C2 | 9 | 93 | 84
Cc1ccc2nc(N3CCOCC3)c3nncn3c2c1 | -6 | 78 | 84
COc1ccccc1N(CC(=O)Nc1cc(C)on1)S(=O)(=O)c1cccs1 | 4 | 82 | 78
CCOC(=O)CCC(=O)O[C@H]1[C@H](O[C@@H]2[C@@H](C)[C@H](O[C@H]3C[C@@](C)(OC)[C@@H](O)[C@H](C)O3)[C@@H](C)C(=O)O[C@H](CC)[C@@](C)(O)[C@H](O)[C@@H](C)C(=O)[C@H](C)C[C@@]2(C)O)O[C@H](C)C[C@@H]1N(C)C | -10 | 91 | 101
Cc1ccc(C(CC(=O)NCc2ccco2)c2ccc(OC(C)C)cc2)cc1 (centres undefined) | 11 | 89 | 78
COc1ccc2c(c1)n([O-])c1c([n+]2=O)CCC1 | -10 | 97 | 107

Compound activity: PubChem BioAssay, SRMLSC

Not all compounds are listed; count on the stated rates, not on these rows.
